Shiga toxin inh: inhibitors of Shiga toxin in Vero cells | Vero cells, Shiga toxin protein synthesis inhibition reporter | AID 2315 | inhibition, % at 38.7 µM | 290,000 tested, 9.2% active; in the data active means inhibition mostly above about 28%, no sharp cut-off; inactive means mostly below about 43%; further: 0% is about no effect
Pf growth 48h: inhibits P. falciparum growth in the first generation, 48 h; P. falciparum luciferase growth in erythrocytes, 48 h; Potency, µM (doses to about 28.7 µM), for inactives: top-dose activity change, negative = inhibition, most hits filed as inhibitors; 310,000 tested, 5.9% active; further: potency means the concentration at half of the fitted maximal effect; on the % scale 0 is the no-effect control and ±100 the full control effect
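Read-out is firefly luciferase luminescence from an integrated reporter in P. falciparum, so falling signal marks reduced parasite growth. Infected erythrocytes were at 2% hematocrit and 0.1% parasitemia (final) in Albumax-supplemented RPMI 1640.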
Pf growth 96h: inhibits malaria parasite growth, 96 h. P. falciparum luciferase reporter growth, 96 h. Potency, µM (highest dose often 28.7 µM), for the others: at the top dose activity change, negative = inhibition, most hits filed as inhibitors. 320,000 tested, 6.9% active. AID 504834; further: potency means the concentration at half of the fitted maximal effect; on the % scale 0 is the no-effect control and ±100 the full control effect
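P. falciparum expressing integrated firefly luciferase grown in erythrocytes (2% hematocrit, 0.05% parasitemia final) with compounds for 96 hours at 37 C, 5% CO2. Growth inhibition read as loss of luminescence after adding luciferase detection reagent.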
AmpC no deterg: AmpC beta-lactamase inhibition without detergent; P00811; AmpC nitrocefin hydrolysis, absorbance 480 nm, 0.0001% Triton; Potency, µM (doses to about 57.1 µM), inactives show top-dose activity change, negative = inhibition, hits mostly inhibitors; 330,000 tested, 0.52% active; AID 485341;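 further: potency means the concentration at half of the fitted maximal effect; plate controls were no compound for no effect and no enzyme for full effect; nearly all actives have a fitted effect of over 20% in size; some results filed as inactive show a strong effect at the top dose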
Target sequence (P00811 whole entry, looked up): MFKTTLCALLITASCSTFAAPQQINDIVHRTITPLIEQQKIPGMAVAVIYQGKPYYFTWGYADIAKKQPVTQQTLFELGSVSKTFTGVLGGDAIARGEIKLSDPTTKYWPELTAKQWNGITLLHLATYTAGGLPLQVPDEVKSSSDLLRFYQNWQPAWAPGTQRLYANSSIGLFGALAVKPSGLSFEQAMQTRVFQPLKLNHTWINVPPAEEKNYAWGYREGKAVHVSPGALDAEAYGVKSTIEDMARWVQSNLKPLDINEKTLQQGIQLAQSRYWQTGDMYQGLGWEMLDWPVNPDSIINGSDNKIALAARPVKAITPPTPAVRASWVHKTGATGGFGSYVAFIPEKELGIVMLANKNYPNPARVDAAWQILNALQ
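20 mM phosphate pH 7.0 + 0.01% (detergent screen) or 0.0001% Triton X-100; 5.3 nM AmpC reagent; cpd preinc 15 min RT; nitrocefin (800 uM stock) to start; A480 q20 s × 4 min; Activity was normalised to no-enzyme and no-compound control wells.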
Cycloheximide cs: counter-screen hit for Shiga toxin inhibitors, cycloheximide. 300,000 tested, 12% active. cell reporter, cycloheximide protein synthesis inhibition counterscreen. AID 2314. max response, %; in the data active means max response mostly above about 13%, no sharp cut-off; inactive means mostly below about 14%; further: read at 38.3 µM for the half of the compounds with a filed dose; 0% is about no effect
LmPK inh: blocks Leishmania mexicana pyruvate kinase activity; purified LmPK, Kinase-Glo ATP luminescence, 1 h; 290,000 tested, 0.37% active; AID 1721; Q27686; Potency, µM (top dose mostly 57.5 µM), for inactives: at the highest dose activity change, negative = inhibition, usual class: inhibitors; further: potency means the concentration at half of the fitted maximal effect; on the % scale 0 is the no-effect control and ±100 the full control effect
Target sequence (Q27686 whole entry, looked up): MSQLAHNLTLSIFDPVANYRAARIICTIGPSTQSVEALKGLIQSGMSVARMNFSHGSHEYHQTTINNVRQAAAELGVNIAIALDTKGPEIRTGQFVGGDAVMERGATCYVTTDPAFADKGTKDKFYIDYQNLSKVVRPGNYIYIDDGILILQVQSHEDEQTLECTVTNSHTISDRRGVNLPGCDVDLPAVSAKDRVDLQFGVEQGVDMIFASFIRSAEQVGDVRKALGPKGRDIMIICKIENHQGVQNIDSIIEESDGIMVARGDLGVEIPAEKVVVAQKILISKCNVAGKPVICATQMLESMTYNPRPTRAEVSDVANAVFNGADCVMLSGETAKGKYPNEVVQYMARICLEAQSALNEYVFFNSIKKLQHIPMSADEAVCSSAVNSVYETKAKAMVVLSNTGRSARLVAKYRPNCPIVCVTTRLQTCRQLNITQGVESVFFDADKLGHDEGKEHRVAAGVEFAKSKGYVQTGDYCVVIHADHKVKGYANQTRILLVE
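ATP generated from ADP (0.1 mM) and PEP (0.5 mM) by 0.1 nM LmPK over 1 h at room temperature (pH 7.2 imidazole buffer) was detected by coupled luciferase luminescence. Values were normalized to uninhibited and no-enzyme wells.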
Tb PYK inh: T. brucei pyruvate kinase inhibition | 410,000 tested, 0.12% active | TbPYK enzyme, Kinase-Glo Plus ATP luminescence, 45 min | Potency, µM (series often up to 76.8 µM), for the others: at the highest dose activity, negative = inhibition, usual class: inhibitors; further: potency means the concentration at half of the fitted maximal effect; on the % scale 0 is the no-effect control and ±100 the full control effect; nearly all actives have a fitted effect of over 50% in size
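TbPYK + substrate in 50 mM TEA pH 7.2, 100 mM KCl, 10 mM MgCl2, 0.05% BSA, 0.01% Tween-20; cpd pinned; ADP 130 uM final; 45 min RT; Kinase-Glo Plus 10 min; luminescence endpoint.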
An asterisk follows results filed as active; ? = inconclusive; nt = no result given; [ ] = another dose, or the depositor's remark. Unless noted, the call rests on the fitted dose curve; in most records, active means well fitted curve in the direction sought with a large enough effect; inconclusive means small, poorly fitted or top-dose-only effect, or another doubt; inactive means no such curve, though single readings can be large; an effect the other way counts as inactive or inconclusive.

compound	Shiga toxin inh	Pf growth 48h	Pf growth 96h	AmpC no deterg	Cycloheximide cs	LmPK inh	Tb PYK inh
CC1(C)CC(=O)c2sc(NS(=O)(=O)c3ccc(Cl)cc3)nc2C1	0	-9%	-11%	-31%	-9	0%	-23%
COCCN(C(=O)CC1C(=O)NCCN1CC(c1ccccc1)c1ccccc1)C(C)C (stereo not drawn)	8	?	10µM*	153%[activator]	0	2%	5%
CSCCOC(=O)COc1ccc(/C=N/NC(=O)c2c(Cl)cnn2C)cc1	13	5%	0%	8%	-1	1%	3%
CC1(C)Cc2c(c(N3CCOCC3)nc3sc(C#N)c(N)c23)CS1	-5	?	?	nt	2	7%	-3%
COc1ccc(NC(=O)N2CCNC(=O)C2CC(=O)Nc2ccc(F)cc2)cc1 (stereo not drawn)	-6	-5%	11%	44%	-2	-1%	4%
O=C(CSc1nnc(NC(=O)C2CCC2)s1)Nc1ccccc1F	-9	3%	7%	-39%	-4	2%	-1%
CC(C(=O)Nc1cccnc1)c1ccc([N+](=O)[O-])cc1 (stereo not drawn)	7	?	-13%	-18%	-5	-2%	3%
COc1ccc2c(c1OC)C(=O)N1c3ccccc3C(=O)N(c3ccccc3)C21 (stereo not drawn)	-7	13µM*	10µM*	-6%	-1	2%	-5%
CC1(C)CC(=O)c2c(S(C)(=O)=O)sc(Br)c2C1	2	?	?	-10%	11	6%	-3%
O=C1C=C(c2cnc3ccccc3c2)C[C@@H](c2ccc3c(c2)OCO3)C1	nt	29%	-18%	-44%	nt	nt	2%
CCOC(=O)/C=C/C(=O)OCC(=O)Nc1c(Cl)cccc1Cl	7	13µM*	-29%	-18%	11	7%	7%
O=C(CC(c1ccccc1)c1ccccc1O)NCc1ccccc1Cl (stereo not drawn)	-11	?	?	-29%	-4	-4%	13%
C=CCOC(=O)c1cc(-c2ccc(/C=C3\C(=O)NC(=O)C(C#N)=C3C)o2)ccc1Cl	-4	nt	-25%	?	2	13%	-11%
COc1ccc(N=Nc2c(N)n[nH]c2N)cc1	45*	53%[activator]	112%[activator]	-27%	27*	3%	-1%
Nc1nc(=S)n(-c2ccccc2)[nH]1	10	45%[activator]	374%[activator]	-11%	10	4%	-15%

(list continues)
compound	Shiga toxin inh	Pf growth 48h	Pf growth 96h	AmpC no deterg	Cycloheximide cs	LmPK inh	Tb PYK inh
CCOC(=O)N1CCN(C(=O)CN(c2ccc(C)c(C)c2)S(=O)(=O)c2ccccc2)CC1	-17	?	22%	98%[activator]	-7	-3%	5%
COc1ccc(C(=O)NN=C2CCCC2)c(OC)c1	28	23%	?	-24%	20*	6%	0%
CCc1ccccc1N1C(=O)CN(Cc2cc(OC)c(OC)c(OC)c2)C1=S	-7	5.2µM*	?	44%	-4	0%	9%
CCC(C)NC(=O)c1ccccc1NS(=O)(=O)c1ccc(OC)c(OC)c1 (stereo not drawn)	-9	-10%	12%	-6%	-1	-2%	-11%
Cc1cc(NC(C)c2ccccc2)n2ncc(-c3ccccc3)c2n1 (stereo not drawn)	69*	106%[activator]	137%[activator]	-41%	44*	9%	-11%
CC(C)(CO)Nc1ncnc2onc(-c3ccc(F)cc3)c12	-3	-5%	?	-11%	1	-2%	0%
COC(=O)c1cnc(SCC(=O)c2ccccc2)n1C	100*	154%[activator]	346%[activator]	-14%	43*	?	-21%
O=C(Nc1ccc2c(c1)C(=O)N(c1ccccc1)C2=O)C1CCCO1 (stereo not drawn)	33*	15%	33%[activator]	-13%	32*	-11%	6%
Cc1oc2c(CN3CCCCC3)c(O)ccc2c(=O)c1-c1ccc(Br)cc1	1	?	1.2µM*	-11%	-2	-8%	-2%
O=C(CNCC1CCCO1)NCc1ccco1 (stereo not drawn)	-1	35%[activator]	?	-26%	2	-3%	1%
O=C(CN1C(=O)C2C3C=CC(C3)C2C1=O)Nc1ccc(C(=O)O)cc1 (stereo not drawn)	-21	53%[activator]	48%[activator]	-17%	-3	3%	-2%
CN1CCC(=O)N([C@H](CN=[N+]=[N-])c2ccccc2)CC1	20*	48%[activator]	-4%	2%	23*	-5%	3%
COc1ccc(S(=O)(=O)c2ccccc2)cc1NS(=O)(=O)c1cccc(C(=O)O)c1	nt	25%	-6%	-31%	nt	nt	0%
Cc1nnc(NC(=O)CSc2ncnc3c2cnn3-c2ccccc2C)s1	2	4%	59%[activator]	-17%	2	3%	5%
Cc1cc(=O)oc2cc(OCC(=O)NC3CCN(Cc4ccccc4)CC3)c(Cl)cc12	15	-23%	?	-16%	-2	-7%	3%

Continued; the last 4 above are carried over.
compound	Shiga toxin inh	Pf growth 48h	Pf growth 96h	AmpC no deterg	Cycloheximide cs	LmPK inh	Tb PYK inh
CN1CCC(=O)N([C@H](CN=[N+]=[N-])c2ccccc2)CC1	20*	48%[activator]	-4%	2%	23*	-5%	3%
COc1ccc(S(=O)(=O)c2ccccc2)cc1NS(=O)(=O)c1cccc(C(=O)O)c1	nt	25%	-6%	-31%	nt	nt	0%
Cc1nnc(NC(=O)CSc2ncnc3c2cnn3-c2ccccc2C)s1	2	4%	59%[activator]	-17%	2	3%	5%
Cc1cc(=O)oc2cc(OCC(=O)NC3CCN(Cc4ccccc4)CC3)c(Cl)cc12	15	-23%	?	-16%	-2	-7%	3%
Cc1onc(-c2c(F)cccc2Cl)c1C(=O)NC(=S)Nc1c(C)n(C)n(-c2ccccc2)c1=O	33	?	-14%	1%	1	-2%	3%
O=C(C[n+]1ccccc1)N/N=C/c1ccccc1F	-7	0%	-25%	-3%	-3	3%[11.5 µM]	0%
CCOc1cc(C#N)ccc1OCC(=O)NNC(=O)CC1CCS(=O)(=O)C1 (stereo not drawn)	nt	2%	17%	0%	nt	nt	0%
Cc1ccc(CC2CC(=O)N(Cc3ccco3)C2=O)cc1 (stereo not drawn)	-10	0%	19%	-19%	-1	6%	-26%
O=C(c1c(O)cc(O)cc1O)C1c2c(cc(O)c3c2O[C@H](c2ccc(O)cc2)[C@@H](O)C3)OC1c1ccc(O)cc1 (stereo partly drawn)	nt	-14%	1%	-37%	nt	nt	3%
CCOC(=O)CCc1c(C)c2ccc(OCC(=O)N(CC)CC)c(C)c2oc1=O	-11	10µM*	nt	86%[activator]	4	0%	0%
O=c1oc2ccc([N+](=O)[O-])cc2c(N2CCOCC2)c1[N+](=O)[O-]	28	-8%	391%[activator]	-3%	6	3%	nt
O=C1OC(Cc2ccncc2)C(O)=C1C1=NCCCN1 (stereo not drawn)	-7	18%	28%	-19%	2	-2%	-7%
COC(C(=O)Nc1cc([N+](=O)[O-])ccc1C)c1ccccc1 (stereo not drawn)	18	9%	105%[activator]	-1%[2.29 µM]	-2	-1%	-1%
Cc1cc(CNC(=O)C(C)Cc2ccccc2)nn1C (stereo not drawn)	16	25%	0%	-10%	1	4%	-5%
Cc1[nH]c(=O)[nH]c(=O)c1/C=N/NC(=O)CCCCCNC(=O)OC(C)(C)C	15	39%[activator]	?	-23%	-1	2%	4%
CSCC[C@H](NC(=O)[C@H](Cc1ccccc1)n1c(=O)[nH]c2ccccc2c1=O)C(=O)N[C@@H](Cc1ccccc1)C(=O)O	-5	7%	?	-28%	-2	-9%	0%
CCOc1ccccc1NC(=O)CC1Nc2ccccc2NC1=O (stereo not drawn)	13	2.3µM*	3.3µM*	-29%	5	0%	-10%
COc1ccc(/C=C/c2nnc(NC(=O)CSc3ccc(Cl)cc3)s2)cc1	37*	19%	-10%	-36%	8	0%	-9%
O=c1c2ccccc2nc(Cc2ccccc2)n1-c1ccc(O)cc1	22	4%	0%	-31%	-2	8%	1%

Later entries.
compound	Shiga toxin inh	Pf growth 48h	Pf growth 96h	AmpC no deterg	Cycloheximide cs	LmPK inh	Tb PYK inh
Cc1ccc(C)c(C(=O)N(Cc2nc(-c3ccc(Cl)cc3)no2)C(C)C)c1	-3	nt	-5%	38%	8	4%	-5%
O=C(COC(=O)c1cc(=O)[nH]c2ccccc12)c1ccc(Br)cc1	-3	83%[activator]	-22%	-14%	-3	4%	-2%
O=[N+]([O-])c1ncccc1OCc1ccccc1Br	-5	7%	15%	-22%	8	-6%	8%
Cc1ccc(NC(=O)Nc2ccc(S(N)(=O)=O)cc2)cc1	49*	31%[activator]	11%	-25%	30*	1%	5%
COc1ccc(Br)cc1CNC(=O)Nc1cccs1	-4	-8%	?	-35%	-1	4%	-15%
Cc1c(C)c2ccc(OCC(=O)NCCN3CCOCC3)c(C)c2oc1=O	-17	22%	49%[activator]	10%	-1	0%	-1%
O=C(COc1ccc2ccc(=O)oc2c1)c1ccccc1	31	20%	46%[activator]	-22%	23*	8%	-6%
O=C(N/N=C/c1ccc(Br)o1)c1cncc(Br)c1	-7	10%	-27%	-14%	7	1%	0%
CC(C)(C)C(=O)Cn1c(=O)n(CC2CCCO2)c(=O)c2ccccc21 (stereo not drawn)	-5	5%	101%[activator]	-19%	1	5%	-3%
CCc1nc(NC(C)(C)C)c2cnn(-c3ccccc3)c2n1	99*	51%[activator]	-6%	3%	41*	11%	-4%
O=C(O)c1ccc(N=c2oc3cc(O)ccc3cc2C(=O)NCc2ccccc2)cc1	4	-28%	?	-26%	7	0%	-1%
O=C(N/N=C1\CC2CC=CC12)c1ccc(Br)cc1 (stereo not drawn)	48	12%	-3%	-29%	28	0%	4%
COc1cc(/C=N/O)cc(Br)c1OCc1cccc(Cl)c1	15	31%[activator]	0%	-19%	10	0%	6%
CC(C)(C)NC(=O)C(c1ccccc1)N(C(=O)c1csnn1)C1CC1 (stereo not drawn)	10	?	?	-21%	-2	0%	-1%
CCOC(=O)N/N=C/c1c[nH]c2ccccc12	32	38%[activator]	53%[activator]	-4%	9	-5%	-1%

Next part
compound	Shiga toxin inh	Pf growth 48h	Pf growth 96h	AmpC no deterg	Cycloheximide cs	LmPK inh	Tb PYK inh
CCN(CC)S(=O)(=O)c1ccc2c(c1)nc(CCC(=O)OCc1c(C)noc1C)n2C	22	?	-23%	43%	-1	2%	-2%
CN(C)Cc1c(O)ccc2[nH]cnc12	-11	7%	nt	-16%	-2	0%	-5%
O=C(NC(Cc1ccccc1)C(=O)O)C1CCN(S(=O)(=O)c2cccc(C(F)(F)F)c2)CC1 (stereo not drawn)	5	10%	-6%	-2%	8	-6%	-2%
Cc1ccc(C)c(NC(=O)c2ncn[nH]2)c1	-2	2%	-9%	-22%	1	-5%	0%
COc1ccc(CN2CCSCC2)cc1O	-7	35%[activator]	nt	-22%	-4	-11%	17%
CCOC(=O)c1c(C)[nH]c(C)c1C(=O)COC(=O)[C@@H](NC(=O)c1ccccc1OCC)C(C)C	-24	nt	?	14%	-2	8%	4%
CCOc1ncccc1C(=O)OCC(=O)NC(=O)c1ccccc1	nt	10%	68%[activator]	2%	nt	nt	-4%

Bioassay records from PubChem BioAssay.
